SENP8 inh: inhibitors of human SENP8 protease; Q96LD8; 330,000 tested, 1.2% active; purified SENP8, Z-RLRGG-aminoluciferin cleavage, luminescence; inhibition, % at 10 µM
Target sequence (Q96LD8 whole entry, looked up): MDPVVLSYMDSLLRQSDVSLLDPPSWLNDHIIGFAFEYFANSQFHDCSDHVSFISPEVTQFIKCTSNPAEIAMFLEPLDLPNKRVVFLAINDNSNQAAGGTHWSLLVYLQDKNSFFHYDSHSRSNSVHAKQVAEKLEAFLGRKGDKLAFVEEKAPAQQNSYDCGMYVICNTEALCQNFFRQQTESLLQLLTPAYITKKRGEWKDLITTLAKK
Gli-Sufu block: Gli-Sufu pathway antagonism; 340,000 tested, 0.74% active; inhibition, % at 5 µM; AID 588413; Sufu-KO-LIGHT fibroblasts, Gli luciferase reporter luminescence;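 active means inhibition above about 55%, limit read from the data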;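 further: 0% = DMSO-treated cells and 100% = wells with medium but no cells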
697 NFkB inh: inhibitors of the PMA/ionomycin-induced NF-kB reporter in 697 B cells | 697 B-cell NF-kB luciferase reporter, 16 h | 330,000 tested, 0.33% active | inhibition, % at 4 µM | AID 435022; in the data active means inhibition above about 35%
Jurkat NFkB inh: lowers PMA/ionomycin-induced NF-kB signal in Jurkat cells; inhibition, % at 4 µM; PMA/ionomycin-induced NF-kB luciferase reporter, luminescence; AID 435003; 330,000 tested, 0.53% active
Apaf-1 inh: inhibitors of human Apaf-1 apoptosome | O14727 | reconstituted apoptosome caspase-3 activity, DEVD-Rh110 fluorescence | inhibition, % at 20 µM | 330,000 tested, 0.71% active | AID 489030; active means inhibition of at least 40% at 20 µM;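 further: plate controls were DMSO wells for no effect and DEVD-CHO caspase inhibitor wells for full effect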
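Material: reconstituted apoptosome with Apaf-1, cytochrome c, caspase-9, procaspase-3, dATP. Technique: Rh110 fluorescence intensity. Buffer or medium: pH 7.5 Hepes buffer with CHAPS, BSA, DTT. Times: 30 min plus 50 min, RT.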
HKDC1 inh: blocks human hexokinase HKDC1 activity. recombinant HKDC1, G6PDH/diaphorase resazurin coupled fluorescence. inhibition, % at 20 µM. 340,000 tested, 0.16% active;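 active means inhibition above about 35% when tested at 20 µM, limit read from the data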;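 further: plate controls were DMSO wells with enzyme for no effect and DMSO wells lacking enzyme for full effect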
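Incubation: 90 min at room temperature in dark / Material: recombinant HKDC1 (HK5) hexokinase enzyme, produced in-house / Quantity: enzyme 5 µg/mL final / Compound: one dose of 20 µM, 1% DMSO / Reagent: glucose and ATP substrates / Buffer or medium: Tris pH 8.0 buffer with MgCl2, Tween-20, BSA, BME / Technique: resorufin fluorescence at 613 nm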
UBC13 polyUb: blocks human UBC13 polyubiquitin chain formation. 330,000 tested, 0.47% active. TR-FRET. inhibition, % at 20 µM. AID 485273. P61088; in the data active means inhibition above about 45%, passing the limit was not always enough
Target sequence (P61088 whole entry, looked up): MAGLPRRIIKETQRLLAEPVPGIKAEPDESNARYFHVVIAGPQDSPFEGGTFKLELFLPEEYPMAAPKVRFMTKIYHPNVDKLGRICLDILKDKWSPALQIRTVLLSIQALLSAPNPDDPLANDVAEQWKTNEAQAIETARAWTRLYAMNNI
SENP7 inh: blocks the human protease SENP7 | recombinant SENP7, Z-RLRGG-aminoluciferin luminescence, 40 min | inhibition, % at 5 µM | 330,000 tested, 1.5% active;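 active means inhibition above about 50% at the single test dose, limit read from the data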;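 further: plate controls were DMSO with enzyme for no effect and no enzyme buffer wells for full effect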
Target sequence (Q9BQF6 706-1050 limits assumed): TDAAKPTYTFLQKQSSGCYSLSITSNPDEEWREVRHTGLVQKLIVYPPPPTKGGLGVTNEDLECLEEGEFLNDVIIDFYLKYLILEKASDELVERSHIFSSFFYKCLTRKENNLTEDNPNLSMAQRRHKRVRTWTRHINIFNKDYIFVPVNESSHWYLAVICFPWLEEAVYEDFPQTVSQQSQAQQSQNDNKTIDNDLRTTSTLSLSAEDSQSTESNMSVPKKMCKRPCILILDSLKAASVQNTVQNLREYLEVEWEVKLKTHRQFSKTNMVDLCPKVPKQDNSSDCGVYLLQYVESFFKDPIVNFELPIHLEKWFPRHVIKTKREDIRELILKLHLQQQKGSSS
* marks the source's active call; other numbers are inactive results; . = no result given; & = joins results of further samples. Unless noted, no stated cut-off is given here; in the data, active means inhibition above about 50%; inactive means the rest.

SMILES	SENP8 inh	Gli-Sufu block	697 NFkB inh	Jurkat NFkB inh	Apaf-1 inh	HKDC1 inh	UBC13 polyUb	SENP7 inh
COc1ccc2nc3oc(C(=O)N4CCC5(CC4)OCCO5)cc3cc2c1	3	8	-4	-7	-5	0	12	4
O=c1[nH]c2c(c(=O)n1C1CCCCC1)CCC2	-6	-2	14	-2	-10	1	1	2
Clc1ccc(CNCCc2ccc3c(c2)OCO3)cc1	-8	24	-10	-16	-1	-1	-2	-4
NCCc1c[nH]c2ccc(O)cc12	11	-6	16	-8	-13	5	7	6
O=C1NC(=O)C(CCc2ccncc2)(CCc2ccncc2)C(=O)N1Cc1ccc(F)cc1	4	18	-4	10	-4	-4	4	3
Cc1ccccc1N1C(=O)NC(=O)/C(=C\c2cc(C)n(C)c2C)C1=O	1	-17	-5	10	-20	4	-14	-2
CCCCCCn1c(=O)c(C(=O)Nc2cnccn2)c(O)c2ccccc21	-10	78*	-16	-17	-10	-1	42	0
Cc1cccc(Cn2cc(C=O)c3ccccc32)c1	3	4	3	-3	7	1	24	6
c1nc2nc3c(c(N4CCNCC4)n2n1)CCCC3	-9	7	7	0	4	-4	-5	-8
O=C(CNC(=O)c1ccc(Br)cc1)Nc1ccc(Br)cc1C(=O)c1ccccc1	-10	-3	-18	10	19	-3	-18	-4
CCOC(=O)N1CCC(NC(=O)CCc2nc(C3=CCN(C)CC3)no2)CC1	-2	0&-4	0	4	-6	3&-1	3	-6
Cc1ccc(S(=O)(=O)N(C)CCCC(=O)N2CCN(c3ccccn3)CC2)cc1	-6	-2	-14	-11	7	3	-4	-9
C[N+](C)(C)CC#CCOC(=O)Nc1cccc(Cl)c1	6	12	13	9	-8	-5	10	4
C=CCn1c(O)c(C(C)=NCCc2ccccc2)c(=O)[nH]c1=O	-11	3	7	2	-11	0	-4	-6
CC1CCCC(C)N1/N=C/c1c[nH]c2ccc(Br)cc12 (configuration not stated)	-5	2	-2	13	9	12	26	2
CCC(=O)OC1(c2ccccc2)C(C)CN(C)CC1C (configuration not stated)	5	-8	9	-7	-9	-3	-6	0
COc1ccccc1OCC(=O)N1CCN(Cc2ccc3c(c2)OCO3)CC1	0	2	7	10	-4	3	-6	20
Cc1ccc(O)c(C(=O)c2cc(C(=O)NCCC(C)C)c(=O)n(CCC(C)C)c2)c1	-10	6	11	8	26	5	-14	-3
Fc1ccc(CCNCc2ccc(Br)cc2)cc1	0	0	7	-2	-11	4	9	7
O=C(Cc1ccc(N(CCCl)CCCl)cc1)NC(Cc1ccc(Cl)cc1)C(=O)O (configuration not stated)	-2	-9	1	11	-7	10	-6	8
CCOC(=O)C(O)(c1ccc(NC(=O)Oc2ccccc2)cc1)C(F)(F)F (configuration not stated)	-6	41	-7	3	14	-6	0	2
Cc1ccc(C(=O)n2cc(CCN3CCS(=O)(=O)CC3)c3ccccc32)cc1	4	1	2	-6	22	-2	-1	4
COc1ccc(-n2c(O)c(/C(C)=N/N3CCCCCC3)c(=O)[nH]c2=O)cc1	1	4	-19	-10	-9	-2	1	7
CCN(CC)C(=O)Oc1ccc(NC(=O)N2CCOCC2)cc1	-15	3	-6	-7	-8	-5	-1	13
CCCCCCn1c(=O)c(C(=O)Nc2c(C)n(C)n(-c3ccccc3)c2=O)c(O)c2ccccc21	-4	22	8	-1	15	-3	-10	-4
C[C@]12CCC3C(CC[C@H]4C[C@@H](O)CC[C@]34C)C1C/C(=N/O)[C@@H]2O (some centres not stated)	4	3	1	7	-11	2	11	-8
Cc1ccccc1N1CCN(C2CCCN(C(=O)Cc3c(C)noc3C)C2)CC1 (configuration not stated)	-11	-6	-5	-1	-12	-5	-4	6
CC(C)CC(=O)Nc1ccc(S(=O)(=O)N2CC3CC(C2)c2cccc(=O)n2C3)cc1 (configuration not stated)	-2	0	2	-1	1	-4	-5	-4
CCN(CC)CCO	-1	0	3	-3	-2	0	5	6
CCOC(=O)C1C2c3ccccc3O[C@@]1(C)N=C1SCC(=O)N12 (some centres not stated)	-7	-1	5	-22	-5	-8	-8	7
CC(=O)O[C@@H]1/C=C/[C@](C)(O)C[C@@H](C)C/C=C/[C@H]2[C@H](O)C(C)=C(C)[C@H]3[C@H](Cc4ccccc4)NC(=O)[C@@]123	3	23	29	-6	-11	1	5	3
CCC(=NCc1ccc2c(c1)OCO2)c1c(O)n(C2CCCCC2)c(=O)[nH]c1=O	3	12	-14	2	32	6	6	7
O=C(Cn1ccc2ccccc2c1=O)NCC(=O)N1CCC2(CC1)OCCO2	-3	3	6	2	-5	2	14	-3
CCn1c(C)c(C(=O)Nc2ccc(OC)cc2)c2cc(OC)ccc21	-16	-35	-53	-48	6	0	6	-2
CC1(C)CN2C(c3ccc(Cl)cc3)N2C1 (configuration not stated)	-5	4	0	-9	2	0	-4	-7
COc1cccc(CNCCc2ccc3c(c2)OCO3)c1OC	-10	25	-6	-19	-11	-2	-5	-12

Quoted from above (15 entries):
SMILES	SENP8 inh	Gli-Sufu block	697 NFkB inh	Jurkat NFkB inh	Apaf-1 inh	HKDC1 inh	UBC13 polyUb	SENP7 inh
Cc1ccc(C(=O)n2cc(CCN3CCS(=O)(=O)CC3)c3ccccc32)cc1	4	1	2	-6	22	-2	-1	4
COc1ccc(-n2c(O)c(/C(C)=N/N3CCCCCC3)c(=O)[nH]c2=O)cc1	1	4	-19	-10	-9	-2	1	7
CCN(CC)C(=O)Oc1ccc(NC(=O)N2CCOCC2)cc1	-15	3	-6	-7	-8	-5	-1	13
CCCCCCn1c(=O)c(C(=O)Nc2c(C)n(C)n(-c3ccccc3)c2=O)c(O)c2ccccc21	-4	22	8	-1	15	-3	-10	-4
C[C@]12CCC3C(CC[C@H]4C[C@@H](O)CC[C@]34C)C1C/C(=N/O)[C@@H]2O (some centres not stated)	4	3	1	7	-11	2	11	-8
Cc1ccccc1N1CCN(C2CCCN(C(=O)Cc3c(C)noc3C)C2)CC1 (configuration not stated)	-11	-6	-5	-1	-12	-5	-4	6
CC(C)CC(=O)Nc1ccc(S(=O)(=O)N2CC3CC(C2)c2cccc(=O)n2C3)cc1 (configuration not stated)	-2	0	2	-1	1	-4	-5	-4
CCN(CC)CCO	-1	0	3	-3	-2	0	5	6
CCOC(=O)C1C2c3ccccc3O[C@@]1(C)N=C1SCC(=O)N12 (some centres not stated)	-7	-1	5	-22	-5	-8	-8	7
CC(=O)O[C@@H]1/C=C/[C@](C)(O)C[C@@H](C)C/C=C/[C@H]2[C@H](O)C(C)=C(C)[C@H]3[C@H](Cc4ccccc4)NC(=O)[C@@]123	3	23	29	-6	-11	1	5	3
CCC(=NCc1ccc2c(c1)OCO2)c1c(O)n(C2CCCCC2)c(=O)[nH]c1=O	3	12	-14	2	32	6	6	7
O=C(Cn1ccc2ccccc2c1=O)NCC(=O)N1CCC2(CC1)OCCO2	-3	3	6	2	-5	2	14	-3
CCn1c(C)c(C(=O)Nc2ccc(OC)cc2)c2cc(OC)ccc21	-16	-35	-53	-48	6	0	6	-2
CC1(C)CN2C(c3ccc(Cl)cc3)N2C1 (configuration not stated)	-5	4	0	-9	2	0	-4	-7
COc1cccc(CNCCc2ccc3c(c2)OCO3)c1OC	-10	25	-6	-19	-11	-2	-5	-12

(listing goes on)
SMILES	SENP8 inh	Gli-Sufu block	697 NFkB inh	Jurkat NFkB inh	Apaf-1 inh	HKDC1 inh	UBC13 polyUb	SENP7 inh
COc1cccc(-c2nc3ccc(N4CCN(C)CC4)cc3[nH]2)c1	57*	48	-28	-114	-24	-1	19	58*
COc1ccccc1OCC#CCN1CCCC(C)C1 (configuration not stated)	-4	-1	3	4	6	-10	2	5
Cc1ccccc1OCCCn1cc(C(=O)C(=O)N2CCOCC2)c2ccccc21	-3	23	2	-7	-5	1	36	-1
CCOC(=O)c1ccccc1C(=O)OCC	-6	2	4	9	8	-4	2	-4
CCn1c(=O)cc(OCC(=O)N2CCC3(CC2)OCCO3)c2ccccc21	-4	21	35	0	-3	-17	0	-4
O=C(c1ccccc1F)N1C[C@H]2C[C@@H](C1)c1cccc(=O)n1C2	0	-4	1	3	-1	-1	-3	-7
COC(=O)C1=CO[C@@H](C)[C@@H]2CN3CC[C@@]4(C(=O)Nc5ccccc54)[C@@H]3C[C@H]12	-15	-8	12	8	22	0	6	5
O=c1cccc2n1CC1CC2CN(Cc2cccc(Cl)c2Cl)C1 (configuration not stated)	-5	10	4	-6	8	5	11	0
OCC12CO[C@@H]3c4ccccc4[C@H](OC1)N32 (some centres not stated)	1	2	-3	-6	-5	-5	8	-7
COc1cc2occc2c2oc(=O)ccc12	-9	5	6	-1	7	-1	6	2
CC(O)(CS(=O)(=O)c1ccc(F)cc1)C(=O)Nc1ccc(C#N)c(C(F)(F)F)c1 (configuration not stated)	8	.	20	14	-3	.	5	-2
O=C(O)C(Br)CBr (configuration not stated)	-11	8	-1	-10	9	-7	1	-13
CC(=O)Nc1ccc(S(=O)(=O)NC(CC(=O)N2CCC3(CC2)OCCO3)C(C)C)cc1 (configuration not stated)	-9	-1	-17	-8	-5	2	-4	-10
COc1ccc(C(=O)C2CCCN(Cc3ccon3)C2)c(OC)c1 (configuration not stated)	12	14	15	6	-6	-9	0	5
CCCCCCn1c(=O)c(C(=O)Nc2ncccc2C)c(O)c2ccccc21	5	23	-28	-15	-1	-14	38	-12
c1ccc(CCN2CCC3(CC2)OCCO3)cc1	-5	5	11	11	-8	-4	2	2
CCOC(=O)C1=C(N)OC2=C(C(=O)CCC2)C12C(=O)N(CC(N)=O)c1ccccc12 (configuration not stated)	4	29	8	15	-3	-5	0	7
Cc1nc(Cl)sc1C(=O)Nc1ccc2ccccc2c1	20	-22	-107	-76	-2	-8	11	29
CCOC(=O)C1(c2ccccc2)CCN(CCC(=O)Nc2ccc(F)cc2)CC1	3	0	6	2	5	0	12	3
CN1CCN(c2cc(N3CCCC3)c([N+](=O)[O-])cc2F)CC1	-1	10	-9	-6	1	2	-108	3
CC1CCN(C(=O)COC(=O)c2cn(C)c3ccccc23)CC1	6	-11	22	-5	4	-2	6	10
Cc1ncc(CN2CCCC(C(=O)c3sccc3C)C2)s1 (configuration not stated)	1	-7	-8	7	-8	-4	2	4

Retrieved by compound from the entries so far:
SMILES	SENP8 inh	Gli-Sufu block	697 NFkB inh	Jurkat NFkB inh	Apaf-1 inh	HKDC1 inh	UBC13 polyUb	SENP7 inh
CCCCCCn1c(=O)c(C(=O)Nc2ncccc2C)c(O)c2ccccc21	5	23	-28	-15	-1	-14	38	-12
Cc1ncc(CN2CCCC(C(=O)c3sccc3C)C2)s1 (configuration not stated)	1	-7	-8	7	-8	-4	2	4

Not all compounds are listed (hit frequency here may not be typical).
